HUVEC inhibit – human endothelial cell proliferation inhibition. HUVEC proliferation, CellTiter-Glo luminescence, 72 h; hits give low values. viability, % at 10 µM (by protocol). 86,000 compounds, 1.1% hits. AID 648;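 active = viability at or below 30%; inactive = viability above 30%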;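 also: 100% = median luminescence of DMSO-only cell control wells on each plate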
Pyk2 oligo antag – Pyk2 (human) oligomerization antagonism | Q293 cells, Pyk2 FERM NanoBiT luminescence; hits give low values | Q14289 | 99,000 compounds, 0.83% hits | z-score (the deposit names both 25 µM and 10 µM);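 active = Z-score of -3 or lower, scaled per plate to the spread of control and sample wells; inactive = z-score above -3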;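 also: negative z-score means lost luminescence so less FERM oligomerization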
Target sequence (Q14289 whole entry, looked up): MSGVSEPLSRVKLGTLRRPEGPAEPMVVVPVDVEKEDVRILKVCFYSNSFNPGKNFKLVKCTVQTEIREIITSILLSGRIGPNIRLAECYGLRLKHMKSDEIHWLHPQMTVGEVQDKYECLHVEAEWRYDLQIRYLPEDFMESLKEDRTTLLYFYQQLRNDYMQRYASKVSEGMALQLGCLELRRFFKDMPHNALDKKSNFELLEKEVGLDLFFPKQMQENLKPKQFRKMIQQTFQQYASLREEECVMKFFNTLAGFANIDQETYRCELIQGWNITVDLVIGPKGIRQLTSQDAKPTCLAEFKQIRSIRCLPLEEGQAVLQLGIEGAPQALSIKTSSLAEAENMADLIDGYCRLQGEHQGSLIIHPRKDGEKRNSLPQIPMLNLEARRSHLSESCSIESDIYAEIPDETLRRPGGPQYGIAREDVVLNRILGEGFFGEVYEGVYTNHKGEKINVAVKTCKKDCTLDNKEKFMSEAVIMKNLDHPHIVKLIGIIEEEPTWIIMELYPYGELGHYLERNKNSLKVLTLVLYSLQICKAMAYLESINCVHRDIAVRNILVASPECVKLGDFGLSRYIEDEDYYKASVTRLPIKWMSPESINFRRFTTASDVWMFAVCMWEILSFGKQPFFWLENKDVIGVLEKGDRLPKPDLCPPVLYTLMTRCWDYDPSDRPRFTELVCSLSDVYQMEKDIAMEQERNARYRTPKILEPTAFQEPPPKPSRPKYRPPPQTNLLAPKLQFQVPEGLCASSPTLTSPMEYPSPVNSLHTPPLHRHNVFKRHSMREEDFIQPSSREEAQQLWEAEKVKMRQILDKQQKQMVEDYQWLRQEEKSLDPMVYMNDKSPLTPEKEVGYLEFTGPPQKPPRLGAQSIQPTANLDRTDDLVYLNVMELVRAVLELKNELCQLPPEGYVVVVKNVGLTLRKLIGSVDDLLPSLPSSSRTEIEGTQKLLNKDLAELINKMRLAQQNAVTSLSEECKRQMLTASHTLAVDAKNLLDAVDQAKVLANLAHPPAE
HUVEC tox IL1B – toxic to HUVEC cells under IL-1B stimulation; cell count reduction, % at 2 µM; HUVEC cell count loss, Hoechst imaging, IL-1B stimulated; 94,000 compounds, 0.41% hits; AID 845;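 active = cell count reduction more than 3 SD above the screen-wide mean, cut at about 70% in these data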;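 also: normalized per plate to untreated control cells as the no-loss baseline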
TNFa cytotox – toxic to HUVEC cells under TNF alpha stimulation. 93,000 compounds, 0.17% hits. HUVEC TNFalpha-stimulated, Hoechst cell count, imaging. AID 848. cell count reduction, % at 2 µM;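 active = cell count reduction exceeding the screen mean by over 5 SD, scaled to untreated wells per plate, cut at about 78% in these data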;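 also: cells counted after 24 h of TNF alpha exposure following the 1 h pretreatment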
cytoskel mod – modifiers of cytoskeleton assembly | inhibition, % at 2 µM | 91,000 compounds, 0.18% hits | HUVEC TNFa F-actin phalloidin imaging, high content;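 active = inhibition above the batch mean plus 3 SD and confirmed as a hit by visual image inspection, cut at about 30% in these data, passing the limit was not always enough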; also: strong numbers were not always called active
Smad3 FoxH1 inh – blocks human Smad3 binding to FoxH1 peptide. P84022. TR-FRET Smad3/Dy647-FoxH1 peptide binding, europium anti-His. inhibition, % at 25 µM. 88,000 compounds, 0.29% hits. AID 630;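 active = compounds that reduce the energy-transfer binding signal between the protein and its labelled peptide by more than half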;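 also: 0% = Smad3 plus labelled peptide maximal FRET and 100% = peptide-only background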
Fibroblast inh – blocks proliferation of human lung fibroblasts; LL 47 human lung fibroblast viability, ATP luminescence; hits give low values; viability, % at 10 µM; 85,000 compounds, 1.1% hits; AID 719;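 active = viability at or below 50% in the single dose screen; inactive = viability above 50%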;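 also: compound exposure lasted 72 h before the ATP readout; 100% = median luminescence of untreated cell-only wells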
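Benchmarks: Cell-only wells, no compound | Test system: LL 47 human lung fibroblasts, passage 12 or lower | Input: 1,150 cells/well | Measured by: CellTiter-Glo luminescence measuring cellular ATP | Medium: IMEM, 15% FBS supplement | Schedule: Overnight attachment after seeding, then 72 h compound exposure at 37 °C | Doses: Compound addition at 0.1% DMSO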
H69AR inhibit – blocks growth of human H69AR lung tumor cells; H69AR lung tumor viability, ATP luminescence, 72 h; hits give low values; viability, % at 10 µM; 85,000 compounds, 6% hits;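 active = viability at or below 40%; inactive = viability above 40%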;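 also: multidrug resistant small cell line overexpressing MRP-1 efflux transporter; 100% = mean luminescence of untreated control wells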
VCAM1 TNFa inh – reduces TNF alpha induced VCAM1 expression in HUVEC; HUVEC TNFa-induced VCAM-1 immunofluorescence, high-content imaging; inhibition, % at 2 µM; 95,000 compounds, 0.48% hits; AID 802;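 active = inhibition above the batch mean plus 3 SD, with images confirmed as a hit by eye, cut at about 37% in these data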;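 also: 0% = TNF-stimulated DMSO wells and 100% = unstimulated control wells; not every result past the cut was called active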
Numbers without * were called inactive. This is a subset, so the mix of outcomes need not match the whole.

CC(=O)Nc1cccc(NS(=O)(=O)Cc2ccc(Cl)cc2)c1 was read as HUVEC inhibit 93, Pyk2 oligo antag 0.21, HUVEC tox IL1B -26, TNFa cytotox 4, cytoskel mod -45, Smad3 FoxH1 inh 9, Fibroblast inh 91, H69AR inhibit 90 and VCAM1 TNFa inh 15.
Screening Cc1ccccc1C(=O)N(C)Cc1ccccc1 returned HUVEC inhibit 104, Pyk2 oligo antag -0.52, HUVEC tox IL1B -29, TNFa cytotox 4, cytoskel mod -4, Smad3 FoxH1 inh 3, Fibroblast inh 103, H69AR inhibit 89 and VCAM1 TNFa inh 8.
S=C(c1ccc(N2CCOCC2)cc1)N1CCOCC1 was read as HUVEC inhibit 93, Pyk2 oligo antag 0.28, HUVEC tox IL1B -26, TNFa cytotox -20, cytoskel mod 0, Smad3 FoxH1 inh -1, Fibroblast inh 96, H69AR inhibit 96 and VCAM1 TNFa inh 11.
COCCSc1ccccc1C(=O)Nc1nccs1 was read as HUVEC inhibit 97, Pyk2 oligo antag -0.11, HUVEC tox IL1B -23, TNFa cytotox -24, cytoskel mod 15, Smad3 FoxH1 inh 16, Fibroblast inh 99, H69AR inhibit 90 and VCAM1 TNFa inh -8.
`Cc1cnn(-c2cc(N/N=C/c3ccccc3F)ncn2)c1` gave Pyk2 oligo antag 2.2, HUVEC tox IL1B 11, TNFa cytotox -15, cytoskel mod 7 and VCAM1 TNFa inh 8.
`CCOC(=O)C(NC(C)=O)(Nc1ccc(S(=O)(=O)Nc2onc(C)c2C)cc1)C(F)(F)F` (stereo not drawn) gave HUVEC inhibit 103, Pyk2 oligo antag 0.95, HUVEC tox IL1B -63, TNFa cytotox 3, cytoskel mod 0, Smad3 FoxH1 inh 1, Fibroblast inh 105, H69AR inhibit 95 and VCAM1 TNFa inh 5.
Screening CCOc1cc(NC(=S)NCC(C)C)c(OCC)cc1NC(=O)c1cccs1 returned Pyk2 oligo antag -2.6, HUVEC tox IL1B 6, TNFa cytotox -2, cytoskel mod -12 and VCAM1 TNFa inh 0.
`Cc1ccc2nc(-c3ccc(NS(C)(=O)=O)cc3)cc(-c3ccccc3)c2c1` gave Pyk2 oligo antag 0.04, HUVEC tox IL1B -21, cytoskel mod 10 and VCAM1 TNFa inh 6.
`CC(=O)Oc1cccc2c1C(=O)c1c(OC(C)=O)cc(C(=O)O)cc1C2=O` gave HUVEC inhibit 64, Smad3 FoxH1 inh 11, Fibroblast inh 98 and H69AR inhibit 82.
Screening CC(C)[C@H](NC(=O)CCn1nnc2ccccc2c1=O)C(=O)O returned HUVEC inhibit 84, Pyk2 oligo antag -0.89, HUVEC tox IL1B -6, cytoskel mod -7, Smad3 FoxH1 inh -2, Fibroblast inh 94 and H69AR inhibit 101.
`COCC(C)n1c(C)cc(C(=O)COC(=O)c2oc3ccccc3c2C)c1C` (stereo not drawn) gave HUVEC inhibit 41, Pyk2 oligo antag -0.05, HUVEC tox IL1B -44, TNFa cytotox -34, cytoskel mod -8, Smad3 FoxH1 inh 5, Fibroblast inh 78, H69AR inhibit 87 and VCAM1 TNFa inh 0.
Screening COc1ccc(-c2noc(CN(C(=O)C(C)(C)C)C(C)C)n2)cc1 returned HUVEC inhibit 100, Pyk2 oligo antag -0.01, HUVEC tox IL1B -37, TNFa cytotox -18, cytoskel mod 6, Smad3 FoxH1 inh 8, Fibroblast inh 98, H69AR inhibit 80 and VCAM1 TNFa inh 14.
CCC(CC)C(=O)c1c[nH]c(C(=O)NCCCn2ccnc2)c1 was read as Pyk2 oligo antag 0.08, HUVEC tox IL1B 11, TNFa cytotox -6, cytoskel mod 12 and VCAM1 TNFa inh 1.
Screening Cc1ccsc1C1C=C(c2cccc(Br)c2)Nc2ncnn21 (stereo not drawn) returned HUVEC inhibit 75, Pyk2 oligo antag -2.3, HUVEC tox IL1B 53, TNFa cytotox -23, cytoskel mod 21, Smad3 FoxH1 inh -4, Fibroblast inh 100, H69AR inhibit 51 and VCAM1 TNFa inh 15.
For COc1ccc(C)cc1NC(=O)NC1CCN(Cc2ccccc2)CC1 the results were HUVEC inhibit 71, Pyk2 oligo antag -0.09, HUVEC tox IL1B -10, TNFa cytotox -7, cytoskel mod -2, Smad3 FoxH1 inh 11, Fibroblast inh 94, H69AR inhibit 91 and VCAM1 TNFa inh 15.
COc1cc(NC(=O)c2c(-c3ccccc3Cl)noc2C)c2ncccc2c1 was read as HUVEC inhibit 89, Smad3 FoxH1 inh -2, Fibroblast inh 83 and H69AR inhibit 85.
For CC1=CC(C)(C)N(C(=O)CSc2nnc(-c3ccccc3)o2)c2ccc(C)cc21 the results were HUVEC inhibit 93, Pyk2 oligo antag -1.5, HUVEC tox IL1B -5, TNFa cytotox -29, cytoskel mod 12, Smad3 FoxH1 inh 9, Fibroblast inh 94, H69AR inhibit 87 and VCAM1 TNFa inh -13.
Cc1cc(C)c(C#N)c(Oc2ccc(O)cc2)n1 was read as HUVEC inhibit 91, Smad3 FoxH1 inh 5, Fibroblast inh 102 and H69AR inhibit 86.
`COc1cc2nc(C3CCC3)n(NC(=O)C3CCC3)c(=O)c2cc1OC` gave HUVEC inhibit 109, Pyk2 oligo antag 0.16, HUVEC tox IL1B 11, TNFa cytotox 1, Smad3 FoxH1 inh 1, Fibroblast inh 98, H69AR inhibit 91 and VCAM1 TNFa inh 18.
For O=C(CNS(=O)(=O)c1ccc(Br)s1)NCc1ccc2c(c1)OCO2 the results were HUVEC inhibit 97, Pyk2 oligo antag 1.8, HUVEC tox IL1B 1, TNFa cytotox -7, cytoskel mod 7, Smad3 FoxH1 inh 4, Fibroblast inh 101, H69AR inhibit 91 and VCAM1 TNFa inh 10.
Screening Cc1oc(-c2cc(Cl)ccc2Cl)cc1-c1nn2c(C)nnc2s1 returned HUVEC inhibit 102, Smad3 FoxH1 inh -3, Fibroblast inh 98 and H69AR inhibit 96.
For COc1cc(NC(=O)Cc2ccccc2OC)cc(OC)c1 the results were HUVEC inhibit 99, Pyk2 oligo antag 1, HUVEC tox IL1B -22, TNFa cytotox 5, cytoskel mod -22, Smad3 FoxH1 inh -5, Fibroblast inh 98, H69AR inhibit 91 and VCAM1 TNFa inh -3.
`Cc1ccc(-c2c3c(nc4sc(C(N)=O)c(N)c24)CCC3)cc1` gave HUVEC inhibit 84, Pyk2 oligo antag 0.09, HUVEC tox IL1B -31, TNFa cytotox -7, cytoskel mod 15, Smad3 FoxH1 inh 2, Fibroblast inh 81, H69AR inhibit 61 and VCAM1 TNFa inh -1.
Screening Cc1ccc2c(Cl)c(C(=O)NCCCn3ccnc3)sc2c1 returned HUVEC inhibit 87, Pyk2 oligo antag 0.79, HUVEC tox IL1B -26, TNFa cytotox -8, cytoskel mod -3, Smad3 FoxH1 inh -2, Fibroblast inh 84, H69AR inhibit 89 and VCAM1 TNFa inh 28.
COCc1nnc(NC(=O)CCCOc2ccccc2)s1 was read as HUVEC inhibit 48, Pyk2 oligo antag 0.43, HUVEC tox IL1B 6, TNFa cytotox -11, cytoskel mod -4, Smad3 FoxH1 inh 3, Fibroblast inh 101, H69AR inhibit 93 and VCAM1 TNFa inh 11.
Screening CC1=C(C(=O)OCC(C)C)C(c2ccsc2)NC(=O)N1 (stereo not drawn) returned HUVEC inhibit 101, Pyk2 oligo antag -0.27, HUVEC tox IL1B -9, TNFa cytotox -6, cytoskel mod 10, Smad3 FoxH1 inh 7, Fibroblast inh 108, H69AR inhibit 90 and VCAM1 TNFa inh 1.
Screening CCOC(=O)Nc1ccc(S(=O)(=O)NCCCN2CCOCC2)cc1 returned HUVEC inhibit 107, Pyk2 oligo antag 0.33, HUVEC tox IL1B 1, TNFa cytotox 1, cytoskel mod -5, Smad3 FoxH1 inh -5, Fibroblast inh 104, H69AR inhibit 95 and VCAM1 TNFa inh 4.
For COc1ccc(C2SCC(=O)N2C)cc1 (stereo not drawn) the results were HUVEC inhibit 96, Pyk2 oligo antag 1.1, TNFa cytotox -17, cytoskel mod -5, Smad3 FoxH1 inh 1, Fibroblast inh 108, H69AR inhibit 93 and VCAM1 TNFa inh 5.
For Cc1cccc(C)c1N1CCc2cn[nH]c21 the results were HUVEC inhibit 97, Pyk2 oligo antag -1.1, HUVEC tox IL1B -11, TNFa cytotox 12, cytoskel mod -6, Smad3 FoxH1 inh -8, Fibroblast inh 94, H69AR inhibit 96 and VCAM1 TNFa inh 18.
For CCn1c(Cc2cccc3ccccc23)nnc1SCC(=O)Nc1nccs1 the results were HUVEC inhibit 97, Pyk2 oligo antag 0.39, HUVEC tox IL1B -22, TNFa cytotox -6, cytoskel mod 0, Smad3 FoxH1 inh 5, Fibroblast inh 95, H69AR inhibit 60 and VCAM1 TNFa inh -18.
For O=C(O)c1ccc(NC(=O)C2(c3ccccc3)CCOCC2)cc1 the results were HUVEC inhibit 95, Pyk2 oligo antag 0.82, HUVEC tox IL1B -58, TNFa cytotox -12, cytoskel mod -2, Smad3 FoxH1 inh 6, Fibroblast inh 106, H69AR inhibit 104 and VCAM1 TNFa inh 6.
Screening CCN(CC)C(=O)CSC1=Nc2ccccc2C2=NC(c3ccccc3)C(=O)N12 (stereo not drawn) returned HUVEC inhibit 89, Pyk2 oligo antag -0.25, HUVEC tox IL1B 6, TNFa cytotox 16, Smad3 FoxH1 inh 0, Fibroblast inh 95, H69AR inhibit 73 and VCAM1 TNFa inh 16.
Screening CCOC(=O)C1=C(C)N=c2s/c(=C/c3ccco3)c(=O)n2C1c1cccc(OC)c1 (stereo not drawn) returned HUVEC inhibit 113, HUVEC tox IL1B 0, TNFa cytotox -16, Smad3 FoxH1 inh -13, Fibroblast inh 100, H69AR inhibit 90 and VCAM1 TNFa inh -3.
Screening CC1(C)Cc2ccccc2-c2nc(CN3CCOCC3)[nH]c(=O)c21 returned HUVEC inhibit 92, Pyk2 oligo antag -0.23, HUVEC tox IL1B -25, TNFa cytotox -15, cytoskel mod 12, Smad3 FoxH1 inh 0, Fibroblast inh 91, H69AR inhibit 76 and VCAM1 TNFa inh 6.
COc1ccc(CCNC(=O)CSCc2ccc(C)cc2)cc1OC was read as Pyk2 oligo antag 0.46, HUVEC tox IL1B 14, TNFa cytotox 14, cytoskel mod -14 and VCAM1 TNFa inh 3.
Screening O=C(C1COc2ccccc2O1)N1CCc2ccccc2C1 (stereo not drawn) returned HUVEC inhibit 90, Pyk2 oligo antag 0.24, HUVEC tox IL1B -14, TNFa cytotox -15, cytoskel mod 2, Smad3 FoxH1 inh 5, Fibroblast inh 95, H69AR inhibit 97 and VCAM1 TNFa inh -11.
Screening CCn1cc(CN(C)C(=O)CSc2nc(-c3ccco3)cc(C(F)(F)F)n2)c(C)n1 returned Pyk2 oligo antag 1.7, HUVEC tox IL1B -31, TNFa cytotox -24, cytoskel mod -7 and VCAM1 TNFa inh 26.
For CC(C)CC(c1nnnn1C(C)C)N1CCN(c2cccc(Cl)c2)CC1 (stereo not drawn) the results were HUVEC inhibit 79, Pyk2 oligo antag -0.96, HUVEC tox IL1B -12, TNFa cytotox -28, cytoskel mod 14, Smad3 FoxH1 inh 6, Fibroblast inh 88, H69AR inhibit 79 and VCAM1 TNFa inh 4.

2 successive entries from above:
For COc1cc(NC(=O)Cc2ccccc2OC)cc(OC)c1 the results were HUVEC inhibit 99, Pyk2 oligo antag 1, HUVEC tox IL1B -22, TNFa cytotox 5, cytoskel mod -22, Smad3 FoxH1 inh -5, Fibroblast inh 98, H69AR inhibit 91 and VCAM1 TNFa inh -3.
`Cc1ccc(-c2c3c(nc4sc(C(N)=O)c(N)c24)CCC3)cc1` gave HUVEC inhibit 84, Pyk2 oligo antag 0.09, HUVEC tox IL1B -31, TNFa cytotox -7, cytoskel mod 15, Smad3 FoxH1 inh 2, Fibroblast inh 81, H69AR inhibit 61 and VCAM1 TNFa inh -1.
